NALP3 yeast inh: blocks the NALP3 inflammasome reconstituted in yeast. Yeast reconstituted NLRP3/ASC/caspase-1, beta-gal luminescence, 24 h. inhibition, % at 10 µM. hit rate 0.39% among 330,000. AID 2825;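 active means inhibition of 50% or more; inactive means inhibition below 50%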;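 further: plate controls were induced DMSO wells for no effect and uninduced yeast grown without galactose for full effect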
Mdm2-MdmX inh: human Mdm2/MdmX binding inhibition; O15151+Q00987; SaOS-2 split-luciferase Mdm2/MdmX complementation, luminescence; inhibition, % at 8 µM; hit rate 3% among 330,000; AID 485346;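 active means inhibition of at least 50% at 8 µM in the primary screen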
Target sequence (O15151 whole entry, looked up): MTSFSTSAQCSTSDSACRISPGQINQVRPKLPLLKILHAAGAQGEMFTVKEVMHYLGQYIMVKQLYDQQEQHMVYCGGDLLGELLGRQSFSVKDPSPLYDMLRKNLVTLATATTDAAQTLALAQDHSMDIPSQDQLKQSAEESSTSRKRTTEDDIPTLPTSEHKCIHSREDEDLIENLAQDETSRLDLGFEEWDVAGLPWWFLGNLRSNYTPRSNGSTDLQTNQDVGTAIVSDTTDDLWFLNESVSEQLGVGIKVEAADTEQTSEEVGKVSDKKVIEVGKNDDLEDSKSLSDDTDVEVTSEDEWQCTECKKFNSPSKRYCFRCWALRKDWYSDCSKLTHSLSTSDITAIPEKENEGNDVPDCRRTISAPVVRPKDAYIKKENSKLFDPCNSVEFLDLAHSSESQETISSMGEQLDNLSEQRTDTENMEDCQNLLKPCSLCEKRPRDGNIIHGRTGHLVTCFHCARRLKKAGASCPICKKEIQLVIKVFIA
Target sequence (Q00987 whole entry, looked up): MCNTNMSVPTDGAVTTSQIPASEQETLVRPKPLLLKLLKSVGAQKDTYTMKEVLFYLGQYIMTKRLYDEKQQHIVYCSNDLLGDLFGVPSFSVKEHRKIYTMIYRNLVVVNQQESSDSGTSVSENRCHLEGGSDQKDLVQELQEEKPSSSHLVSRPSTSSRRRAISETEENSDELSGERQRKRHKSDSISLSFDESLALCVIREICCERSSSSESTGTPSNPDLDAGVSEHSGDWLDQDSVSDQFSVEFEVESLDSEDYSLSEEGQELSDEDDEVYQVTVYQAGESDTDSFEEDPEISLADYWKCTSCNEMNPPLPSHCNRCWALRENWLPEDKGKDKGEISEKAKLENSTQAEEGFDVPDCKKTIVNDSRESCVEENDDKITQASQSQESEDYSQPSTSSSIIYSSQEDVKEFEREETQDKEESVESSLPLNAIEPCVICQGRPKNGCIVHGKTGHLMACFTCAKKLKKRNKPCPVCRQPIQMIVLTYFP
APJ agonist: APJ receptor agonism; CHO-K1 APJ PathHunter beta-arrestin, luminescence; 0% DMSO wells, 100% apelin; activation, % at 20 µM; hit rate 0.11% among 330,000;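 active means activation more than six SD over the plate average, tested at 20 µM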;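 further: 0% = DMSO alone and 100% = apelin-13 at 10 nM; some results filed as inactive read as strong as hits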
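Assay system: engineered CHO-K1 APJ arrestin reporter cells; Amount: 1000 CHO-K1 reporter cells seeded per well; Dosing: one dose, 20 µM compound, 1% DMSO; Times: compound stimulation 90 min at 25 °C, detection 60 min; Measured by: luminescent beta-gal fragment complementation, chemiluminescent substrate; Read-out: APJ–arrestin association signal; Controls: DMSO vs Apelin-13 10 nM.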
GRIN3A LBD mod: modulates the human NR3A ligand-binding domain | NR3A LBD differential scanning fluorimetry, Tm shift; 0% = protein alone, 100% = glycine-bound protein | Tm shift relative to glycine control, % at 25 µM | hit rate 2.5% among 340,000 | AID 1259313;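 active means melting temperature shift of at least 10% of the positive control shift, at one fixed dose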
CHOP UPR activ: activators of apoptotic arm of unfolded protein response (CHOP) | CHO-CHOP luciferase reporter, UPR activation, luminescence; percent of tunicamycin response over DMSO baseline | activation, % at 10 µM | hit rate 0.34% among 330,000 | AID 449763;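 active means at 10 µM dose, activation of 40% or more, normalized to positive control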;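 further: 100% = tunicamycin at 10 µg/mL and 0% = DMSO alone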
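System: CHO-CHOP luciferase reporter cell line | Buffer or medium: F12 medium containing 10% fetal bovine serum | Doses: One dose, 10 µM in 0.5% DMSO | Times: 6 h compound exposure at 37 °C after overnight seeding | Signal: Luciferase luminescence | Read-out: % activation vs tunicamycin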
tim10-1 inh: tim10-1 yeast growth inhibition. S. cerevisiae tim10-1 ts strain growth, BacTiter-Glo, 24 h. inhibition, % at 20 µM. hit rate 2.2% among 330,000. AID 463190;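 active means inhibition of at least 40%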;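 further: mutant grown at 25 °C; 0% = DMSO wells with yeast and 100% = wells holding no yeast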
UPR XBP1 act: adaptive UPR (XBP1) activation | CHO-XBP1 luciferase reporter, IRE1-XBP1 UPR activation, luminescence; percent of tunicamycin response, DMSO as zero | activation, % at 20 µM | hit rate 0.33% among 330,000 | AID 463104;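 active means versus positive control, 20 µM dose yields 30% or more activation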;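 further: 100% = tunicamycin at 10 µg/mL and 0% = DMSO only wells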
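Material – CHO cell line with stable XBP1 luciferase reporter · Buffer or medium – F12 plus 10% FBS · Compound – single point, 20 µM final compound, 1% DMSO · Schedule – 16-18 h cell attachment at 37 °C, then 6 h compound exposure · Signal – Steady-Glo luminescence read · Benchmarks – high control tunicamycin 10 µg/mL final, low control DMSO vehicle only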
tim23-1 inh: growth inhibitors of tim23-1 mutant yeast; S. cerevisiae tim23-1 growth, BacTiter-Glo luminescence, 24 h; inhibition, % at 20 µM; hit rate 1.3% among 330,000;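 active means growth inhibition of the mutant yeast at or above 50%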;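 further: temperature-sensitive mutant grown at 25 °C; plate controls were DMSO-treated mutant yeast for no effect and medium wells lacking yeast for full effect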
TIM10 inh: TIM10 yeast growth inhibition | S. cerevisiae TIM10 strain growth, BacTiter-Glo luminescence, 24 h | hit rate 1.4% among 330,000 | inhibition, % at 10 µM | AID 463195;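 active means inhibition of 40% or more at the single tested concentration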;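 further: wild-type TIM10 isogenic control strain grown at permissive 25 °C; 0% = DMSO yeast wells and 100% = minimal medium wells without yeast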
An asterisk follows results filed as active.

Below each compound – NALP3 yeast inh	Mdm2-MdmX inh	APJ agonist	GRIN3A LBD mod	CHOP UPR activ	tim10-1 inh	UPR XBP1 act	tim23-1 inh	TIM10 inh
- CC(C)C(=O)Nc1nnc(Cc2c[nH]c3ccccc23)s1
  10	22	1	1	0.6	15	2	23	-12
- CC(C)CN(CC(C)C)C(=S)Nc1ccc(Cl)cc1
  1	-1	-7	-2	1.9	55*	-3	44	37
- O=C(c1ccc(COCC(F)(F)F)o1)N1CCCC1
  10	-2	-3	0	0.6	7	0	-3	-3
- COc1cc(F)ccc1CN1CCC(n2nccc2NC(=O)C2CCOC2)CC1 (centres undefined)
  4	6	1	2	1.9	-4	-3	12	6
- COC(=O)c1ccc(C(=O)OC)c(NC(=S)N2CCN(c3ccccn3)CC2)c1
  10	20	-1	0	-2.7	9	-1	14	25
- Cc1ccc(C)c(NC(=S)N2CCN(S(C)(=O)=O)CC2)c1
  3	4	-4	0	0.5	7	-1	-3	7
- CCN(C(=S)NCCOC)c1cccc2ccccc12
  5	1	-2	0	0.6	21	0	25	6
- O=c1oc2c3c(nn2c2ccccc12)CCCC3
  15	-3	4	1	-0.2	8	1	4	4
- O=C(NCc1nnc(SCC(=O)N2CCCCCC2)o1)c1ccccc1F
  6	19	0	-5	-1.1	17	-6	11	-13
- O=C(CSC(=S)N1CCOCC1)c1cc(Br)cc(Br)c1O
  12	-4	-3	-2	-2.1	50*	0	49	20
- COc1ccc(C(=O)NN=C2CCCC2)c(OC)c1
  13	-11	-3	1	0.9	-10	0	-5	-7
- CN1CCC(=O)N([C@H](CO)Cc2ccccc2)CC1
  10	-5	-1	2	1.8	21	0	9	9
- Cc1ccc(OCc2nc(-c3cccs3)no2)c([N+](=O)[O-])c1
  37	-201	-2	0	2.9	24	-3	18	16
- C=CCn1c(=NC(=O)C2COc3ccccc3O2)sc2cc(S(N)(=O)=O)ccc21 (centres undefined)
  3	-20	-1	-4	1.8	21	-1	3	5
- CC1(C)CC(=O)C2=C(C1)Oc1ncn(Cc3ccco3)c(=N)c1C2c1ccccc1 (centres undefined)
  9	7	-4	0	-3.2	17	-5	34	25
- COC(=O)c1ccc(C23CC4(C2)[C@H](CN(Cc2cccnc2)[C@@H]4c2ccccc2)C3c2ccc(Cl)nc2)cc1 (some centres undefined)
  -1	21	3	0	-2.7	20	-1	19	17
- Cc1nc(NC(=S)NC(=O)c2ccco2)sc1C(=O)N(C)C
  17	4	-9	1	2.1	14	-3	34	17
- CC(=O)N1CCN(CC(=O)Nc2ccc(Cl)c(S(=O)(=O)N(C)C)c2)CC1
  7	7	-1	1	3.0	11	0	8	7
- O=C1CC(c2ccccc2)CC(=O)C1CS(=O)(=O)c1ccccc1 (centres undefined)
  3	3	-4	-1	1.3	0	-2	-3	18
- Cc1cccc(NC(=O)c2cc(NC(=O)C3CCCCC3C(=O)O)ccc2N2CCOCC2)c1 (centres undefined)
  14	12	-5	10	2.5	-7	-3	-3	7
- Cc1ccc(Cn2c(C3CCCN3c3nc(-c4cc(Cl)c(N)c(Cl)c4)cs3)nc3cc(C(=O)NCCCO)ccc32)cc1 (centres undefined)
  16	-17	4	-3	1.3	5	3	18	3
- CCCN(S(=O)(=O)c1ccccc1F)S(=O)(=O)c1ccccc1Br
  19	3	4	-18	-0.2	27	-2	30	12
- Cc1c(CNC(=O)c2c([N+](=O)[O-])cnn2C)cnn1C
  9	8	-1	0	-0.9	2	-4	13	-7
- Cc1cccc(C)c1NC(=S)NCCc1ccc(O)c(O)c1
  20	4	-1	2	11	5	22	-11	-19
- O=C(CSc1ncccn1)Nc1ccc2c(c1)CCC2
  16	24	0	-1	4.8	-7	1	2	-4
- C[C@H]1CN([C@@H](C)CO)C(=O)c2cc(NC(=O)CCN3CCOCC3)ccc2O[C@H]1CN(C)C(=O)Nc1ccc(F)cc1
  15	8	0	3	0.6	-3	-3	14	2
- COC(=O)c1ccc(NC(=O)C(=O)NCC2CCCO2)cc1 (centres undefined)
  0	24	-4	1	1.8	6	-1	18	-17
- O=C(C1=C[C@@H](c2ccccc2)C[C@@H](OCc2ccc(CO)cc2)O1)N1CCN(Cc2ccc3c(c2)OCO3)CC1
  15	52*	-3	0	-1.0	22	-1	9	4
- CCC(CO)n1cnnc1-c1ccncc1 (centres undefined)
  -1	-3	-2	0	-1.1	29	0	18	10
- COCCCC1CCN(C(=O)C2CCC(=O)N(CCc3ccccc3)C2)CC1 (centres undefined)
  20	0	1	-1	3.9	8	0	1	7
- Cn1c(CCc2nc3ccccc3[nH]2)n[nH]c1=S
  12	14	-3	-2	-0.1	-6	-2	-6	4
- O=C(CCn1ccnc1)Nc1ccc2ccccc2c1
  5	-18	0	0	-1.6	-5	1	7	18
- O=C(NNS(=O)(=O)c1ccc([N+](=O)[O-])cc1)c1ccc([N+](=O)[O-])cc1
  20	4	1	1	-0.8	-8	-2	5	0
- Cc1ccc(C2CC(c3cccs3)=NN2C(=O)CSc2nc3ccccc3o2)cc1 (centres undefined)
  -5	-3	-2	-1	0.2	29	0	31	35
- Cc1cc(C(=O)Nc2ccc3c(c2)OCCO3)ccc1[N+](=O)[O-]
  18	-91	-2	-7	-0.8	-1	-9	9	-5
- Cc1csc(NC(=O)Cn2cnnn2)n1
  11	6	-2	-3	-0.9	-7	0	-1	2
- COc1ccc(N2CCN(C(=O)CN3C(=O)C4CC=CCC4C3=O)CC2)cc1 (centres undefined)
  18	19	-3	-6	-0.2	27	2	17	13
- COc1cc(OC)cc(C(=O)N[C@H](C(=O)Nc2nc3c(s2)CCCC3)C(C)C)c1
  13	34	-1	0	-0.6	18	1	5	13
- CC(Sc1nc2sc3c(c2c(=O)n1-c1ccccc1)CCCC3)C(=O)O (centres undefined)
  -2	-16	-1	-2	2.7	3	-1	20	-12
- CCOc1ccccc1NC(=O)N1CCCC(c2nc(-c3ccc(C)o3)no2)C1 (centres undefined)
  8	-23	-4	0	1.3	32	0	23	27
- Cc1cccc(N2CCN(C(=O)c3ccc(S(=O)(=O)N(C)c4ccccc4)cc3)CC2)c1C
  12	67*	-2	1	-0.9	14	7	20	11
- Cc1cccc(C)c1NS(=O)(=O)c1ccc(-c2cnc(C3CC3)o2)cc1
  14	82*	-5	-12	0.0	54*	16	71*	36
- Fc1ccccc1CN(CCN1CCOCC1)C(=S)Nc1ccccc1Cl
  2	21	2	1	0.5	25	4	27	0
- N#C/C(=C\c1ccc(OCCN2CCOCC2)cc1)C(=O)Nc1ccccc1
  13	6	7	2	1.1	-2	-4	17	5
- O=C(c1cccnc1NCc1ccccc1)N1CCOCC1
  13	25	-4	4	0.6	10	-1	13	0
- COc1ccc(OC)c(NC(=O)NCCCCc2ccccc2)c1
  13	1	-1	0	0.4	31	-4	18	19
- Cc1ccc(N(CC(=O)NC2CCCC2)C(=O)c2ccc(C)s2)cc1
  7	-1	-3	-2	0.0	24	-5	31	23
- CC(=O)Nc1sc2c(c1CN1CCN(c3ccc(F)cc3)CC1)CCCC2
  27	3	2	-1	5.3	30	-2	25	18
- CCc1ccc(OCCCOc2ccc(C=O)cc2)cc1
  27	10	-4	-2	-0.4	8	0	18	-5
- COc1ccc(NC(=O)C2CC(=O)OC2c2ccccc2)cc1 (centres undefined)
  12	-18	7	-1	1.0	12	-1	7	-1

New compounds follow
Below each compound – NALP3 yeast inh	Mdm2-MdmX inh	APJ agonist	GRIN3A LBD mod	CHOP UPR activ	tim10-1 inh	UPR XBP1 act	tim23-1 inh	TIM10 inh
- Nc1nc2ccc(C(=O)N3CCCCC3)cc2s1
  0	-23	-2	-1	-0.6	27	0	15	5
- O=c1[nH]c2ccccc2n1C1=CCNCC1
  20	-25	-2	-1	1.3	-28	0	-2	-1
- CCOc1ccc(C(=O)Nc2ccc(NC(=O)c3ccccc3)cc2)cc1Br
  11	6	-3	29*	-1.3	10	-1	8	3
- CC(=O)c1ccc(OCC(O)CN(C)CCOc2ccc(Br)cc2)cc1 (centres undefined)
  36	15	3	4	3.2	17	-8	3	-2
- CCc1ccc(-c2nc(CS(=O)CC(=O)NC3CC3)c(C)o2)cc1 (centres undefined)
  -2	2	-2	0	1.5	27	0	12	8
- COc1ccc(OCc2csc(N)n2)cc1
  3	-35	-2	-5	3.2	2	-1	13	4
- CC(C)(C)OC(=O)N1CCC(C(=O)NCC2CCCO2)CC1 (centres undefined)
  12	13	-1	0	2.4	-7	-3	-6	1
- Cc1nn2c(NC(C)C)c3c(nc2c1-c1ccccc1)CCC3
  -2	7	2	-1	1.3	22	1	43	12
- O=C(CSc1nnc2c(Cl)cc(Cl)cn12)N1CCN(c2ccc(F)cc2)CC1
  13	5	-2	1	0.1	19	-4	8	10

Arranged by heavy-atom count (high to low): 3 of the compounds above
Below each compound – NALP3 yeast inh	Mdm2-MdmX inh	APJ agonist	GRIN3A LBD mod	CHOP UPR activ	tim10-1 inh	UPR XBP1 act	tim23-1 inh	TIM10 inh
- O=C(CSc1nnc2c(Cl)cc(Cl)cn12)N1CCN(c2ccc(F)cc2)CC1
  13	5	-2	1	0.1	19	-4	8	10
- CC(=O)c1ccc(OCC(O)CN(C)CCOc2ccc(Br)cc2)cc1 (centres undefined)
  36	15	3	4	3.2	17	-8	3	-2
- CC(C)(C)OC(=O)N1CCC(C(=O)NCC2CCCO2)CC1 (centres undefined)
  12	13	-1	0	2.4	-7	-3	-6	1

Bioassay records from PubChem.
